Screens (PubChem)
S3 lipid droplet = qHTS Assay for Lipid Storage Modulators in Drosophila S3 Cells; AID 2685; Drosophila S3 cells, BODIPY lipid droplet fluorescence, 18-24 h; cells fed with added oleic acid; lipid storage change, negative = inhibition, % at the top dose, mostly 46.1 µM; hits show Potency in µM; 320,000 compounds, 0.64% hits; active = well fitted inhibition curve with a large enough effect in the signal ratio, with a control signal flat, not every such curve was filed as active; inconclusive = small, poorly fitted or top-dose-only effect, or effect the other way, or a change in a side signal; the % refers to the signal ratio
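Laser-scanning cytometry quantifies lipid droplet accumulation (500–530 nm total intensity; droplet/cell object ratio) in oleic acid-fed (400 uM added) Drosophila S3 cells treated with a concentration series. 20 uM Triacsin C defined 100% inhibition.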
S3 lipid droplet cell count max = recorded beside S3 lipid droplet, whose call it bears; cell number change, %; measured here: cell count max response;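 cells counted by Cell Tracker Red CMTPX staining in the red channel; peak over a dose series mostly up to 46.1 µM; percent activity relative to internal control wells on each plate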
An asterisk follows results filed as active; i = inactive; ? = inconclusive; nt = not tested or not shown. % is scaled to controls: 0 for no effect and ±100 for the full control effect; potency is read from the fitted curve at half-maximal effect. The list is partial; the hit share may differ from the screen's.

S3 lipid droplet	S3 lipid droplet cell count max	structure
-15%	-9	CCC(=O)Nc1cccc(NC(=O)c2ccc(C)cc2Cl)c1
?	nt	O=C(CSc1nnc(-c2ccccc2)n1Cc1ccccc1)N1CCCC1
6%	-7	Cc1ccc(S(=O)(=O)Cn2nnnc2C(C(C)C)N2CCN(Cc3ccco3)CC2)cc1 (stereo not given)
11%	-5	COc1ccc(CCNS(=O)(=O)c2ccc(Cl)s2)cc1OC
?	nt	O=C(NCCCN1CCc2ccccc2C1)C1CCN(c2nnc(-n3cccc3)s2)CC1
?	nt	COc1ccc(CCNC(=O)c2nnc(Cc3ccc(Cl)cc3)o2)cc1OC
15%	24	CN(C)C(=O)CSc1nc(-c2ccccc2)c(-c2ccccc2)o1
?	nt	Cc1ccc(OCC(=O)Nc2nnc(S(=O)(=O)N3CCCCCC3)s2)cc1
8%	10	CO/N=C/c1cccn1-c1nccc(N(C)C)c1C#N
?	nt	COc1ccc(-c2nnc(SCC(=O)c3ccc(O)cc3O)o2)cc1
-45%	-4	COc1ccc(OC)c(NC(=O)CCN2CCCCC2)c1
?	nt	Cc1cc(NC(=O)C(C)SCC(=O)N(C)Cc2ccccc2F)no1 (stereo not given)
15%	-12	CC(Sc1ccc2c(c1)OCCO2)C(=O)Nc1ncc(Cl)cc1Cl (stereo not given)
?	nt	O=C(CN1CCN(CCN2C(=O)c3cccc4cccc(c34)C2=O)CC1)c1ccc(F)cc1
?	nt	COc1cccc(N(CC(=O)Nc2cccc(N(C)S(C)(=O)=O)c2)S(C)(=O)=O)c1
?	nt	O=C(Nc1ccc(Cl)cc1)c1ccc(CN2CCc3ccccc3C2)cc1
?	nt	Cn1c(=O)c2cc(S(=O)(=O)NC(C(=O)N3CCCCCC3)c3ccccc3)ccc2n(C)c1=O (stereo not given)
?	nt	CN(Cc1ccccc1)C(=O)COc1cccnc1[N+](=O)[O-]
-12%	-9	COc1cc(-c2nc3ccccn3c2/N=C/c2ccccc2)ccc1O
?	nt	N#CC[n+]1cc(-c2ccc(Cl)cc2)n2c1CCC2
?	nt	Cc1cccc(NS(=O)(=O)c2cccc(C(=O)NCCCN3CCOCC3)c2)c1
25%	-1	CCc1ccc(C2CC(c3ccccc3C)n3nc(N)nc3N2)cc1 (stereo not given)
?	nt	COC(=O)CCN(C1CCCCC1)S(=O)(=O)c1ccc(S(=O)(=O)N2CCCCC2)cc1
-7%	12	Cc1noc(C)c1NC(=O)N1CCN(Cc2ccccc2)CC1
?	nt	O=c1ccc2c(-c3ccccc3)c3ccc(O)cc3oc-2c1

Profiles as entered above.
COc1ccc(CCNS(=O)(=O)c2ccc(Cl)s2)cc1OC is listed with S3 lipid droplet = 11%; S3 lipid droplet cell count max = -5
Cc1noc(C)c1NC(=O)N1CCN(Cc2ccccc2)CC1 is listed with S3 lipid droplet = -7%; S3 lipid droplet cell count max = 12

Remaining list, next part:
S3 lipid droplet	S3 lipid droplet cell count max	structure
10%	1	Cc1ccc(N(C(=O)c2nsc(Cl)c2Cl)C(C(=O)NC2CCCC2)c2ccc(O)cc2)cc1C (stereo not given)
?	nt	O=S(=O)(c1ccc(Cl)cc1)N1CCC(N2CCOCC2)CC1
-11%	nt	Cc1c(CCO)c(=O)[nH]n1S(=O)(=O)c1ccc([N+](=O)[O-])cc1
?	nt	CCOC(=O)c1c(C)nsc1NC(=O)c1ccco1
16%	17	S=c1sc2ccccc2n1CCc1ccncc1
?	nt	CC(=C/c1ccc(C(C)C)cc1)/C=N/NC(=O)Cn1nc(C)cc1C
2%	0	CC12C=CC3(O1)C(C(=O)N(c1ccccc1)C3C(=O)NC1CCCC1)C2C(N)=O (stereo not given)
i	-1	Cc1c(C(=O)N2CCCCC2)c(S(=O)(=O)NCCc2ccccc2)c(C)n1C
?	nt	CC1=C(Sc2ccccn2)C(=O)NC(C)(C)C1
?	nt	COc1ccc(-c2nc3c(-c4ccc(F)cc4)cnn3cc2C)cc1F
-5%	-1	COC(=O)c1ccc(N(C(=O)c2ccco2)C(C(=O)NC2CCCC2)c2ccco2)cc1 (stereo not given)
?	nt	COc1ccccc1NC(=O)Cn1cnc2c(cnn2-c2ccc(C)c(C)c2)c1=O
?	nt	CCCCN(C(=O)c1ccc(NC2CC2)c([N+](=O)[O-])c1)c1c(N)n(CC(C)C)c(=O)[nH]c1=O
15%	1	O=C(NCc1ccccc1)C1CCCN1S(=O)(=O)c1cccc2cccnc12 (stereo not given)
?	nt	COc1ccc(CCNC(=O)c2cc3c(=O)n4cccc(C)c4nc3n(CCCN3CCOCC3)c2=N)cc1
?	nt	CCOC(=O)CN1C2=NCCN2c2ccccc21
?	nt	COc1cc2c3nnc(-c4ccc(F)cc4)c-3cn(Cc3cccc(F)c3)c2cc1OC
i	4	CCCCN(CCCC)C(=O)c1nsnc1-c1ccccc1O
?	nt	CCOC(=O)C1(CC2CCCCO2)CCN(C(=O)Nc2ccc(SC)cc2)CC1 (stereo not given)
?	nt	CSCc1cc(N(C)C)nc(SCc2ccc(Cl)c(Cl)c2)n1
?	nt	O=C(NC(=S)N1CCN(c2ccc([N+](=O)[O-])cc2)CC1)c1ccc(F)cc1
-9%	-12	CCN(CCCNC(=O)c1cc2c(-c3cccc(OC)c3)nn(C)c2s1)Cc1ccccc1
-5%	11	Cc1cc(=O)n2[nH]c(SCc3ccc(Cl)cc3)nc2n1
?	nt	Cc1ccc(OCCCC(=O)N2CCOCC2)c(C)c1
i	-13	CN1CCN(C(=O)CCN2C(=O)/C(=C/c3cccc(Br)c3)SC2=S)CC1
-25%	12	NS(=O)(=O)c1ccc(NC(=O)Nc2cccc(Cl)c2)cc1
?	nt	O=C(CSc1ncccc1-c1nc2ccccc2[nH]1)NCc1ccco1
?	nt	Cc1ncc(C(=O)O)c(C(=O)O)c1N
?	nt	COc1ccccc1-c1noc(Cn2cc(S(=O)(=O)N3CCCC3)ccc2=O)n1
-22%	-27	C[C@]12CC[C@@H]3c4ccc(O)cc4CC[C@H]3[C@@H]1C[C@@H](O)[C@@H]2O
?	nt	Cc1cc(C)c(NC(=O)CNC(=O)Cc2sc(C)nc2-c2ccc(F)cc2)c(C)c1
?	nt	CCN(CC)S(=O)(=O)c1cccc(NC(=O)c2ccc(-n3nc(C)cc3C)cc2)c1
?	nt	O=C(NCCCn1ccnc1)/C(=C\c1cccs1)NC(=O)c1ccco1
?	nt	Cn1c(SCc2ccccc2[N+](=O)[O-])nnc1-c1cccnc1
-14%	-14	O=C(CCl)Nc1ccccc1C(=O)Nc1ccc2c(c1)OCO2
i	nt	CC(/C=N/n1cnnc1)=C\c1ccco1
12%	15	COc1cc(O)c(C(CC(=O)N2CCN(c3ccccc3)CC2)c2cc(OC)c(OC)c(OC)c2)c(OC)c1 (stereo not given)
?	nt	CCCc1cc(=O)oc2cc(C)cc(OCC(=O)O)c12
?	nt	CCOc1ccc(NC(=O)CC2C(=O)N(c3cccc(OC)c3)C(=O)N2CCOC)cc1 (stereo not given)
9%	16	CCOC(=O)CC1C(=O)NCCN1C(=O)c1ccc(Cl)cc1Cl (stereo not given)
?	nt	CCCCc1nc(SCC(=O)N2CCCC2)c2c(=O)n(C)c(=O)n(C)c2n1
25%	nt	COc1ccccc1NC(=S)NNC(=O)c1nn(C)c(C)c1Br
11%	12	COc1ccc(S(=O)(=O)N2CCCCCC2)cc1Br
-2%	-2	Cc1cc(C)c(C#N)c(SCc2c(F)cccc2[N+](=O)[O-])n1
36%	23	CCOC(=O)C1=C(COC(=O)/C=C/c2ccco2)NC(=O)NC1C (stereo not given)
?	nt	Cc1ccc(NC(=O)C(C)Sc2nc3nc(C)cc(C)n3n2)cc1 (stereo not given)
?	nt	Cc1ccc(CN(C)C(=O)CN2C(=O)NC3(CCCc4ccccc43)C2=O)c(C)c1 (stereo not given)
?	nt	COc1ccccc1/C(O)=C(\C#N)c1nc2ccccc2[nH]1
i	12	CC1CCCN(C(=O)Cn2nnc(-c3ccc(F)cc3)n2)C1 (stereo not given)
14%	-24	CC1Cc2ccccc2N1C(=O)CSc1ccccc1 (stereo not given)

(more compounds)
S3 lipid droplet	S3 lipid droplet cell count max	structure
8%	nt	CCSc1nnc(N2C(=O)CC(c3ccsc3)C3=C2CC(C)(C)CC3=O)s1 (stereo not given)
i	2	COc1ccc(-c2cc(=O)oc3c(C)c(O)ccc23)cc1
-1%	-10	Cc1[nH]c(=O)[nH]c(=O)c1S(=O)(=O)N1CCCC(C(=O)N2CCN(c3cccc(C(F)(F)F)c3)CC2)C1 (stereo not given)
15%	-10	CCC(=O)Nc1cccc(NC(=O)CSc2nnnn2C2CCCC2)c1
?	nt	CCOc1cc(/C=C(\C#N)C(=O)Nc2cccc(C(=O)O)c2)ccc1OCc1ccc(Br)cc1
i	nt	COc1ccc2nc3oc(C(=O)Nc4ccc(OC)c(OC)c4)cc3cc2c1
?	nt	Fc1ccc(-c2nnc(N3CCOCC3)c3ccccc23)cc1F
2%	18	OCCNCc1ccc(OCc2ccc(Cl)cc2Cl)cc1
?	nt	CC(OC(=O)/C(C#N)=C/c1ccc(N(C)C)cc1)C(=O)N(C)c1ccccc1 (stereo not given)
?	nt	COC(=O)[C@H](Cc1ccccc1)NC(=O)O[C@H]1C(=O)c2ccc(OC)cc2O[C@@H]1c1ccc2c(c1)OCO2
i	7	CCc1ccccc1NC(=O)C1CCCN(S(=O)(=O)c2ccc3c(c2)CC(C)N3C(C)=O)C1 (stereo not given)
13%	12	NC(=O)c1ccc(NC(=O)CN2C(=O)NC(c3ccccc3)(c3ccccc3)C2=O)cc1
-3%	18	COc1ccccc1N1CCN(/N=C/c2cccc(OC)c2O)CC1
10%	-11	Clc1cccc(CN2CCCCCC2)c1
i	0	Cn1cc(/C=N/n2cnc3sc4c(c3c2=O)CCCC4)c2ccccc21
?	nt	COc1ccc(CCNC(=O)C23CCC(C)(C(=O)C2=O)C3(C)C)cc1OC (stereo not given)
-1%	10	Cc1ccc(NC(c2ccccc2)c2nc3ccccc3[nH]c2=O)cc1 (stereo not given)
?	nt	COc1cc(/C=N\NC(=O)c2cccnc2)ccc1OC(=O)c1ccccc1Cl
20%	6	Cc1ccc(-n2nc(C)c3c2OC(N)=C(C#N)C3c2cccs2)cc1 (stereo not given)
?	nt	CCCNC(=O)CC(NS(=O)(=O)c1ccc(NC(C)=O)cc1)C(C)C (stereo not given)
i	11	Cc1cc(=O)[nH]c(N/N=C/C(C)c2ccccc2)n1 (stereo not given)
?	nt	CCOc1ccc(OCCn2ccnc2)cc1
2%	0	Cc1cc(S(=O)(=O)NC2CCCCC2)ccc1-n1cnnn1
14%	-28	COc1ccc(C2SCC(=O)N2Cc2ccccc2)cc1 (stereo not given)
i	nt	CCCCCOC(=O)C1C2C=CC3(CN(c4ccccc4C)C(=O)C13)O2 (stereo not given)
?	nt	c1ccc(CCn2c3ccccc3c3nnc(SCc4ccc5nonc5c4)nc32)cc1
?	nt	O=C(CCC(=O)Nc1ccccc1Cl)N/N=C1\CCCc2ccccc21
-15%	nt	O=[N+]([O-])c1cccc(S(=O)(=O)N/N=C/c2ccc(O)cc2)c1
13%	12	CC(=O)c1cccc(NC(=O)COc2ccc(S(=O)(=O)N3CCCCC3)cc2)c1
7%	-11	CN(CCc1ccccn1)C(=O)CCC1CCCN(C(=O)c2n[nH]c3c2CCCC3)C1 (stereo not given)
i	-10	Clc1cccc(-c2nc3nc4ccccc4nc3n2Cc2ccco2)c1
-4%	2	CCN1CCN(C(c2cccs2)C(C)NC(=O)c2ccccc2F)CC1 (stereo not given)
?	nt	Cc1cc(C)nc(NNS(=O)(=O)c2c(C)cc(C(C)(C)C)cc2C)n1
-13%	-6	COc1cc(OC)c(OC)cc1CN(C)C(c1ccccc1)c1nnnn1-c1ccccc1C (stereo not given)
-5%	-18	COc1ccc(/C=N/NC(=O)c2cccc(S(=O)(=O)N3CCCC3)c2)cc1O
0%	13	CCNc1nc(=S)nc(NC(C)C)[nH]1
8%	-6	O=C(CCc1nnc(CCCCc2ccccc2)o1)NCCn1cccn1
?	nt	Cc1ccc(S(=O)(=O)N(C)C)cc1NC(=O)C(C)OC(=O)/C=C/c1cccs1 (stereo not given)
?	nt	Cc1cccc(-c2nc(Nc3ccc(N4CCOCC4)cc3)c3ccccc3n2)c1
-26%	-9	COc1ccc(-n2nnnc2SCc2nc(N)nc(N3CCOCC3)n2)cc1
?	nt	CCCCn1cnc2c(sc3nc4c(cc32)CSC(C)(C)C4)c1=O

Part of the list above, reformatted.
> CC(OC(=O)/C(C#N)=C/c1ccc(N(C)C)cc1)C(=O)N(C)c1ccccc1 (stereo not given)
- S3 lipid droplet: ?
- S3 lipid droplet cell count max: nt
> COC(=O)[C@H](Cc1ccccc1)NC(=O)O[C@H]1C(=O)c2ccc(OC)cc2O[C@@H]1c1ccc2c(c1)OCO2
- S3 lipid droplet: ?
- S3 lipid droplet cell count max: nt
> CCc1ccccc1NC(=O)C1CCCN(S(=O)(=O)c2ccc3c(c2)CC(C)N3C(C)=O)C1 (stereo not given)
- S3 lipid droplet: i
- S3 lipid droplet cell count max: 7
> NC(=O)c1ccc(NC(=O)CN2C(=O)NC(c3ccccc3)(c3ccccc3)C2=O)cc1
- S3 lipid droplet: 13%
- S3 lipid droplet cell count max: 12

Three entries drawn at random from those above, as already listed:
S3 lipid droplet	S3 lipid droplet cell count max	structure
-25%	12	NS(=O)(=O)c1ccc(NC(=O)Nc2cccc(Cl)c2)cc1
6%	-7	Cc1ccc(S(=O)(=O)Cn2nnnc2C(C(C)C)N2CCN(Cc3ccco3)CC2)cc1 (stereo not given)
?	nt	COc1cccc(N(CC(=O)Nc2cccc(N(C)S(C)(=O)=O)c2)S(C)(=O)=O)c1
